Source: PubChem
TDP1 inh = inhibitors of human tyrosyl-DNA phosphodiesterase TDP1; Potency, µM (doses to about 130 µM), without a hit: top-dose activity change, negative = inhibition, usual class: inhibitors; AID 485290; recombinant TDP1, AlphaScreen DNA substrate cleavage; hit rate 0.28% among 350,000; note: nearly all actives have a fitted effect of over 40% in size
Target sequence (Q9NUW8 whole entry, looked up): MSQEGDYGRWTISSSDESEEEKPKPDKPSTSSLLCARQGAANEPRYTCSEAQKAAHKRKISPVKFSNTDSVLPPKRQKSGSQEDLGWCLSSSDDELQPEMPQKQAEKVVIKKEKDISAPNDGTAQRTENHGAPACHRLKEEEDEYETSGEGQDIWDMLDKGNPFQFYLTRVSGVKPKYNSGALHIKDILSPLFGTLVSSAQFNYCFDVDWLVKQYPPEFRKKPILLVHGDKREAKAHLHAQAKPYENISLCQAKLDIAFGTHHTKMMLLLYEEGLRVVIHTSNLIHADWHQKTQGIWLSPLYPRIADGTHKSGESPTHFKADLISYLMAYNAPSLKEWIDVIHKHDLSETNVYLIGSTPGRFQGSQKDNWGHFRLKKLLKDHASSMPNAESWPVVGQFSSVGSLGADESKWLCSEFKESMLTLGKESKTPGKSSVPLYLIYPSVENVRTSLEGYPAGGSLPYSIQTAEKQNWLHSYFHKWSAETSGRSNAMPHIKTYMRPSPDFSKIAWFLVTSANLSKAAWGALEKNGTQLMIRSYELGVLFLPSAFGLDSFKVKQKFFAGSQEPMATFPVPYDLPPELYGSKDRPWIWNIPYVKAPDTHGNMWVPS
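Recombinant E. coli-expressed Tdp1 (1 nM) preincubated with compound 15 min at RT, then 5'-biotin/3'-phosphotyrosine-FITC DNA substrate (15 nM) added for 5 min. AlphaScreen beads (10 ug/ml) added, 10 min RT; tyrosine-FITC cleavage read as signal loss.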
DT40 TDP1 CPT = DT40-hTDP1 cell growth loss with CPT. chicken DT40 Tdp1-/-;hTDP1 cells + 20 nM CPT, ATP luminescence, 48 h. Potency, µM (doses to about 46.2 µM), without a hit: at the top dose activity change, negative = growth inhibition, actives largely listed as inhibitors. hit rate 12% among 420,000. AID 686979; note: nearly all actives have a fitted effect of over 55% in size
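Chicken DT40 Tdp1-/- cells stably complemented with human TDP1 were seeded at 400 cells/well in medium containing 20 nM camptothecin, exposed to pin-transferred compounds, and grown at 37 °C for at least 48 hr. Viability was read as ATP luminescence.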
DT40 TDP1 no CPT = qHTS for Inhibitors of human tyrosyl-DNA phosphodiesterase 1 (TDP1): qHTS in cells in absence of CPT. DT40 Tdp1-/- hTDP1 cells, no CPT, ATP luminescence, 48 h. hit rate 15% among 420,000. Potency, µM (titrated, usually from 46.2 µM), for the others: at the top dose activity change, negative = growth inhibition, usual class: inhibitors. AID 686978, 2013; note: nearly all actives have a fitted effect of over 55% in size
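Seeded 400 DT40-hTDP1 cells/well (vehicle DMSO, no 20 nM CPT); pinned compounds; ≥48 hr at 37 °C; CellTiter-Glo luminescence as viability measure.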
Starred values were filed as active, the others as inactive; u = inconclusive; x = no result given; [ ] = remark or other dose. Calls come from the whole dose curve; as a rule, active = well fitted curve in the direction sought with a large enough effect; inconclusive = small, poorly fitted or top-dose-only effect, or another doubt; inactive = no such curve, though single readings can be large; an effect the other way counts as inactive or inconclusive. % is set by controls: 0 for no effect and ±100 for the full control effect; potency is the fitted concentration of half-maximal effect. Outcome played no part in choosing rows. About 18% of those tested had a hit in this group.

The line under a structure holds: TDP1 inh	DT40 TDP1 CPT	DT40 TDP1 no CPT
C/C(=C\C(=S)Nc1ccccc1)Nc1ccccc1
    5%	15µM*	16µM*
O=C(NCCCn1ccnc1)c1ccc(Br)c(S(=O)(=O)N2CCOCC2)c1
    4%	-1%	-1%
COc1cccc(C(O)c2nc(-c3ccc(OC)nc3)cs2)c1 (stereo not given)
    x	u	u
COC(=O)[C@@H](Cc1ccccc1)NS(=O)(=O)N[C@H](Cc1ccccc1)C(=O)OC
    x	-23%	-7%
COc1cc(/C=N/N=C(/N)c2nonc2N)cc(Br)c1OCc1ccccc1C
    2%	u	u
C=CCSc1nnc2c(n1)OC(c1cccnc1)Nc1ccccc1-2 (stereo not given)
    8%	3%	-23%
O=C1CCCN1CCCNc1ncnc2sccc12
    -3%	2%	-14%
CC1CCCC(C)N1C(=O)CSc1nnnn1Cc1ccccc1 (stereo not given)
    2%	-11%	-24%
O=C(c1ccc2c(=O)n(Cc3ccco3)c(=S)[nH]c2c1)N1CCN(Cc2ccc3c(c2)OCO3)CC1
    x	14µM*	11µM*
CN(C)S(=O)(=O)Nc1ccc(C(=O)O)cc1
    -6%	2%	16%
Nc1ccc2c(c1)C(=O)c1ccc(Br)cc1-2
    x	-7%	9%
COc1ccc2c(c1)c(C(=O)N/N=C/c1ccc(Cl)cc1)c(C)n2C
    x	u	u
COc1ccc(NC(=O)NNC(=O)C(O)(c2ccccc2)c2ccccc2)cc1
    3%[56.1 µM]	-1%	-3%
CN1CCN(CCCNC(=O)CCCOc2cc(=O)n(C)c3ccccc23)CC1
    1%	1%	1%
COCCCNc1nccn2ccnc12
    x	11%	-2%
O=C(NCC(c1ccco1)N1CCOCC1)c1c(F)cccc1F (stereo not given)
    x	13%	-8%
Cc1ccccc1NS(=O)(=O)c1ccc(OCC(=O)N2CCCC2)cc1
    5%	-3%	-7%
CCc1nc(N2CCCC2)c(C#N)c2c1CCCC2
    -1%	-17%	u
Cc1[nH]nc2cn[nH]c12
    6%	-16%	-7%
CNC(=O)C(=O)NCC1CCCN1S(=O)(=O)c1cccs1 (stereo not given)
    x	11%	-4%
CCc1cccc(C)c1NC(=O)Cn1c(=O)cc(C)c2c(C)nn(-c3cccc(F)c3)c21
    5%	-25%	-3%
COc1ccc(-c2cn(-c3ccccc3)nc2C(=O)O)cc1OC
    x	1%	1%
CCN(CC(=O)Nc1c(F)cccc1F)C(=O)Cc1ccc2c(c1)CCC2
    4%	-20%	-21%
Cc1ccc(S(=O)(=O)N2CCOCC2)cc1C(=O)NC1CCSc2ccccc21 (stereo not given)
    3%	-20%	-6%
CCOc1ccc(N2C(=O)CC(NCC#N)C2=O)cc1 (stereo not given)
    x	u	u
Fc1ccccc1-n1c(-c2ccc3ccccc3n2)n[nH]c1=S
    0%	u	u
CC1(c2nnc(-c3ccc(Cl)cc3)o2)CC(c2c(Cl)cccc2Cl)=NO1 (stereo not given)
    2%	u	u
O=C(Nc1nc2c(F)cccc2s1)c1ccco1
    x	-16%	-8%
O=C(c1cccc(Cl)c1)N1CCC(c2nc3ccccc3[nH]2)CC1
    9%	6%	u
O=C(Nc1ccc(OC(F)(F)F)cc1)c1ccc(S(=O)(=O)N2CCOCC2)o1
    9%	u	16µM*
O=C(O)CSc1c(O)c2ccccc2[nH]c1=O
    3%	u	u
Cc1ccc(NC(=S)N(Cc2cccc(Br)c2)CC2CCC(C(=O)O)CC2)cc1Cl (stereo not given)
    1%	-1%	1%
CCOc1cc(C(=O)NCC(=O)N/N=C/c2sccc2C)cc(OCC)c1OCC
    8%	-7%	8%
O=C(Nc1nc(-c2cc3ccccc3oc2=O)cs1)c1ccco1
    -6%	u	u
CCOC(=O)c1nn(-c2ccc(F)cc2)c(-c2ccccc2)c1C(=O)c1ccccc1
    4%	u	16µM*
O=S(=O)(Nc1cc(S(=O)(=O)N2CCOCC2)ccc1NCC1CCCO1)c1ccc(F)cc1 (stereo not given)
    3%	-15%	u
Cc1ccccc1NC(=O)Cc1nc(COC(=O)c2cccc([N+](=O)[O-])c2)cs1
    6%	-15%	-7%
CC(=O)n1cc(/C=N/NC(=O)c2ccc(Cl)cc2)c2ccccc21
    x	-3%	-5%
COc1ccc(OC)c2[nH]c(C(=O)N/N=C/c3ccccc3O)cc12
    x	5.2µM*	3.7µM*
COc1ccccc1/C=N/NC(=O)CCn1cnc2ccccc21
    2%	u	19%
O=C(NCc1ccncc1)C1CCCN(S(=O)(=O)c2cc(Cl)ccc2Cl)C1 (stereo not given)
    -4%	u	16µM*
CCOC(=O)C1=C[C@@H](C(C)(C)C)N(S(=O)(=O)c2ccc([N+](=O)[O-])cc2)[C@H]1c1ccccc1
    x	u	u
CN(Cc1ccccc1)S(=O)(=O)c1ccc(NC(=S)NC(=O)C2CCCC2)cc1
    2%	5.2µM*	4.6µM*
Cc1cccc(NC(=O)/C(C#N)=C/c2ccco2)c1
    2%[12.3 µM]	u	u
O=[N+]([O-])c1cc(S(=O)(=O)N2CCCCC2)ccc1NCCCN1CCOCC1
    6%	2%	2%
COC(=O)c1ccc(OC)c(Cn2c(=O)n(C)c(=O)c3ccccc32)c1
    x	-11%	-26%
CCOC(=O)CSc1nnc(NC(=O)c2cccc(S(=O)(=O)N3CCCCCC3)c2)s1
    1%	7%	-4%
CN1CCC(OC(=O)c2cc3cc(Cl)cc(Cl)c3oc2=O)CC1
    x	18%	8%
COC(=O)c1cccc(CN2C(=O)SC(Nc3ccccc3)C2=O)c1 (stereo not given)
    -5%	-2%	-20%
Cc1cccc2cc(CNCc3ccccc3)c(Cl)nc12
    0%	u	u
COc1ccc(CCNC(=O)c2ccc(CNc3c(N4CCOCC4)c(=O)c3=O)cc2)cc1OC
    4%	16%	-14%
O=C(NCc1ccc2c(c1)OCO2)c1ccc(Cl)c(S(=O)(=O)N2CCOCC2)c1
    2%	u	-27%
Cc1ccc(-c2csc3ncnc(N4CCN(S(=O)(=O)c5cccs5)CC4)c23)cc1
    2%	u	21µM*
O=C(COc1ccc2ccccc2c1Br)N1CCOCC1
    -2%	-4%	-21%
Cc1ccc(CC(=O)NCCS(=O)c2ccc(Cl)cc2)cc1 (stereo not given)
    7%	1%	0%
Cc1ccc2nc(SCC(=O)Nc3ccc(C#N)cc3)[nH]c2c1
    -1%[12.3 µM]	u	u
CCc1[nH]c(C)c(C(C)=O)c1C
    -3%	-13%	3%
O=C(Nc1cccc(C(F)(F)F)c1)C1CC(=O)N(CCc2ccccc2)C1 (stereo not given)
    0%	u	u
O=C(O)CN1C(c2ccccc2)=Nc2ccc(Br)cc2C1c1ccccc1 (stereo not given)
    0%	2%	-12%
CC(=O)NCCc1nc2cc(NC(=O)c3ccc([N+](=O)[O-])cc3)ccc2n1C
    x	-1%	-5%

Single records, from the list above:
CCOc1cc(C(=O)NCC(=O)N/N=C/c2sccc2C)cc(OCC)c1OCC as listed: TDP1 inh: 8%; DT40 TDP1 CPT: -7%; DT40 TDP1 no CPT: 8%
Fc1ccccc1-n1c(-c2ccc3ccccc3n2)n[nH]c1=S as listed: TDP1 inh: 0%; DT40 TDP1 CPT: u; DT40 TDP1 no CPT: u
CCc1[nH]c(C)c(C(C)=O)c1C as listed: TDP1 inh: -3%; DT40 TDP1 CPT: -13%; DT40 TDP1 no CPT: 3%

The main list resumes, starting four compounds before the break.
The line under a structure holds: TDP1 inh	DT40 TDP1 CPT	DT40 TDP1 no CPT
CCc1[nH]c(C)c(C(C)=O)c1C
    -3%	-13%	3%
O=C(Nc1cccc(C(F)(F)F)c1)C1CC(=O)N(CCc2ccccc2)C1 (stereo not given)
    0%	u	u
O=C(O)CN1C(c2ccccc2)=Nc2ccc(Br)cc2C1c1ccccc1 (stereo not given)
    0%	2%	-12%
CC(=O)NCCc1nc2cc(NC(=O)c3ccc([N+](=O)[O-])cc3)ccc2n1C
    x	-1%	-5%
CC(C)C(O)P(=O)(OCc1ccccc1)c1ccc(N(C)C)cc1 (stereo not given)
    2%	-11%	-9%
COc1ccc(CCn2nnnc2C(c2ccc(Cl)cc2)N2CCN(C)CC2)cc1OC (stereo not given)
    1%	u	-28%
CCCCn1c(N)c(N(CCOC)C(=O)c2ccc(S(=O)(=O)N3CCCCCC3)cc2)c(=O)[nH]c1=O
    -1%	10%	-9%
O=C1Nc2ccc(C(=O)O)c(O)c2C1=O
    x	-14%	-12%
Cc1c(NC(=S)NC(=O)c2cc3ccccc3o2)cccc1C(=O)O
    3%	17%	13%
COc1cccc(CN(C(=O)/C=C/c2ccc(Cl)cc2)C2CCS(=O)(=O)C2)c1 (stereo not given)
    5%	u	u
Cc1cccc(OCC(=O)N2CCN(C(=O)Cc3ccccc3)CC2)c1
    5%	8%	-2%
OCc1nnn(-c2ccccc2)c1CO
    0%	4%	20%
C[C@H](NC(=O)c1[nH]cnc1C(=O)Nc1ccccc1F)c1ccccc1
    x	u	16µM*
CCC(CC)Nc1ccc(C(CC(N)=O)NC(=O)Cc2cccc3ccccc23)cc1[N+](=O)[O-] (stereo not given)
    x	-2%	-3%
O=C(CN1C(=O)COc2ccccc21)NCCCN1CCCC1
    0%	3%	5%
Cc1ccc(NC(=S)NCc2ccc(Cl)cc2)c(C)c1
    x	u	u
O=c1oc2ccccc2cc1-c1cn2cccnc2n1
    7%	u	u
O=C(NCC(c1ccco1)N1CCCC1)c1cccc(S(=O)(=O)N2CCCCC2)c1 (stereo not given)
    x	u	u
CC1CCCCN1C(=O)C12CCC(C)(C(=O)C1)C2(C)C (stereo not given)
    3%	3%	2%
CN(C(=O)c1coc(=O)c2ccccc12)c1ccc(Br)cc1
    4%	10%	3%
CC(=O)c1c(N)c(C#N)c(C)n1-c1ccc(Br)cc1
    7%	-27%	u
CCN(CC)C(=O)c1sc2c(c1C)c(=O)n(-c1ccc(C)c(C)c1)c(=O)n2Cc1cccc(Cl)c1
    0%	21µM*	u
O=C(c1ccc(F)cc1)N1CCC(N2CCCCCC2)CC1
    3%	-15%	0%
NC(=O)Cn1nc(C(F)(F)F)c2c1CCCC2
    0%	-5%	8%
O=C(CSc1nc2ncc(Br)cc2[nH]1)c1ccc([N+](=O)[O-])cc1
    6%	18µM*	u
CCOC(=O)N1CCN(S(=O)(=O)c2cccc3nonc23)CC1
    4%	-6%	-19%
CC(=O)Nc1ccc(-c2cn3cccnc3n2)cc1
    0%	-9%	-11%
CCN(CC)CCCNC(=O)c1cc(-c2ccc(Cl)cc2)on1
    2%	u	23µM*
Cn1cccc1CNC1CCCCC1
    -5%	-3%	-5%
COC(=O)c1sccc1OC(C)C(C)=O (stereo not given)
    -3%	-18%	-10%
O=C(N/N=C/c1ccc(Br)s1)c1ccc([N+](=O)[O-])cc1
    -10%	u	2.6µM*
O=C(NCc1ccco1)Nc1nnc([C@H]2C[C@H](O)[C@@H](CO)O2)s1
    x	-3%	-5%
O=C(COC(=O)c1cccc(F)c1)NC(=O)NC1CCCC1
    0%	-6%	6%
O=C(N/N=C/c1ccc(N2CCOCC2)cc1)c1ccccc1NS(=O)(=O)c1cccs1
    5%	0%	-8%
Cc1ccc(Nc2c(-c3c[nH]c4ccccc34)nc3cc(C)ccn23)cc1
    10%	23µM*	23µM*
O=C(CN(Cc1ccccc1)C(=O)CNS(=O)(=O)c1ccccc1)NCC1CCCO1 (stereo not given)
    0%	-18%	-16%
Cc1nc(N2CCN(C)CC2)c2cc(-c3ccccc3)sc2n1
    5%	-3%	-27%
